SW480 rereplic: induces DNA re-replication in SW480 colon adenocarcinoma cells. AID 624297. SW480 DNA re-replication, Hoechst DNA content imaging, 48 h. actives 1.8% (n = 340,000). Potency, µM (highest dose often 46.1 µM), without a hit: at the top dose re-replication activation, usual class: activators; further: potency means the concentration at half of the fitted maximal effect; % of control where 0% means no effect; nearly all actives have a fitted effect of over 55% in size
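DNA re-replication was detected as more nuclei of elevated Hoechst intensity after 48 hr exposure to compound (23 nL pinned per well of 250 cells).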
S2 tox: cell viability loss in ATXN counter-screen. Potency, µM (titrated, usually from 56.7 µM), actives largely listed as cytotoxic. actives 0.49% (n = 400,000). S2 cells (HEK-293 line with an ATXN2-luciferase reporter) viability, CellTiter-Fluor protease fluorescence, 24 h; further: potency means the concentration at half of the fitted maximal effect; nearly all actives have a fitted effect of over 40% in size
KB-V1 cytotox: kills drug-selected multidrug resistant KB-V1 cells; KB-V1 MDR cells viability, CellTiter-Glo, 72 h; Potency, µM (top dose mostly 46.1 µM), for inactives: top-dose activity change, negative = cytotoxicity, usual class: cytotoxic; actives 3.4% (n = 400,000); further: potency means the concentration at half of the fitted maximal effect; on the % scale 0 is the no-effect control and ±100 the full control effect; nearly all actives have a fitted effect of over 60% in size
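Readout: CellTiter-Glo luminescence, 10 min after addition. Cells: KB-V1 MDR subline, 72 h at 37 degrees C with compound. Analysis: corrected, normalized data fitted to concentration-effect curves.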
KB-3-1 cytotox: KB-3-1 parental cell cytotoxicity; AID 1347075; actives 1.4% (n = 400,000); Potency, µM (top dose mostly 46.1 µM), for the others: at the top dose activity change, negative = cytotoxic, most hits filed as cytotoxic; KB-3-1 viability, CellTiter-Glo ATP luminescence, 72 h; further: potency means the concentration at half of the fitted maximal effect; on the % scale 0 is the no-effect control and ±100 the full control effect; nearly all actives have a fitted effect of over 60% in size
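Cytotoxicity in the drug-sensitive parental line KB-3-1 was scored as loss of CellTiter-Glo luminescence following 72 h incubation with compound. Values come from curve fitting of normalized concentration-response data.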
MCF10A rerep: inducers of DNA re-replication in MCF 10A breast cells; MCF 10A DNA re-replication, Hoechst nuclear intensity, 48 h; Potency, µM (titrated, usually from 46.1 µM), for the others: top-dose activity, positive = re-replication, usual class: activators; actives 2.9% (n = 350,000); further: potency means the concentration at half of the fitted maximal effect; % of control where 0% means no effect; nearly all actives have a fitted effect of over 50% in size
IL1B secr inh: inhibitors of inflammasome signaling (IL-1 beta secretion) | THP-1 LPS/ATP IL-1B secretion, AlphaLISA, 16 h; hits give low values | activity change, % at 57.5 µM | actives 4.7% (n = 360,000); in the data active means activity change below about -50%; inconclusive means mostly about -30% to -49%; further: on the % scale 0 is the no-effect control and ±100 the full control effect
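THP-1 cells pretreated 1 hr with compounds (up to 57.5 uM final), then stimulated with LPS (250 ng/mL final) plus ATP (1.25 mM final); secreted IL-1B measured by AlphaLISA after 16 hr, decreased signal indicating inhibition.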
HT1080 IDH1KD tx: kills HT-1080 cells with IDH1 knockdown; actives 2% (n = 360,000); Potency, µM (highest dose often 46.1 µM), for the others: at the top dose activity, negative = toxicity, hits mostly cytotoxic; HT-1080 IDH1 knockdown viability, ATP luminescence, 48 h;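 further: potency means the concentration at half of the fitted maximal effect; 0% = DMSO wells and -100% = cell-free medium wells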
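After a 2 h attachment period, IDH1KD HT-1080 cells took pin-transferred compound for 48 h at 37 °C; ATP-based luminescence after 10 min room-temperature reagent incubation reported viability.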
ATXN2 expr inh: inhibitors of ATXN2 expression | Potency, µM (top dose mostly 57 µM), inactives show at the top dose activity change, negative = inhibition, hits mostly inhibitors | AID 1745845 | HEK-293 ATXN2-luciferase reporter, luminescence, 24 h | actives 0.72% (n = 360,000); further: potency means the concentration at half of the fitted maximal effect; on the % scale 0 is the no-effect control and ±100 the full control effect; nearly all actives have a fitted effect of over 55% in size
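qHTS (up to 57 uM final) was run with 24 h compound exposure of reporter cells at 37 °C. Each well was multiplexed: SteadyGlo luminescence measured ATXN2-luciferase expression after a fluorogenic Gly-Phe-AFC viability readout (25 uM final).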
HT1080-NT tox: kills 2HG-producing HT-1080-NT fibrosarcoma cells. Potency, µM (series often up to 46.1 µM), for the others: at the highest dose activity, negative = less viability, usual class: cytotoxic. AID 686970. HT-1080-NT fibrosarcoma viability, CellTiter-Glo ATP luminescence, 48 h. actives 1.6% (n = 360,000);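 further: NT is the 2HG producing partner of a matched IDH1 knockdown line; potency means the concentration at half of the fitted maximal effect; 0% = DMSO-treated cells and -100% = media-only wells without cells; nearly all actives have a fitted effect of over 55% in size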
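A 48-hour cytotoxicity screen used HT-1080-NT cells plated 2 hours before compound delivery. ATP-based CellTiter-Glo luminescence measured viability, normalized to DMSO and no-cell controls.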
Numbers without * were called inactive; i = inactive; u = inconclusive; x = not tested or not shown; [ ] = dose if it differs, or a comment. Unless noted, the call rests on the fitted dose curve; in most records, active means well fitted curve in the direction sought with a large enough effect; inconclusive means small, poorly fitted or top-dose-only effect, or another doubt; inactive means no such curve, though single readings can be large; an effect the other way counts as inactive or inconclusive. Outcome played no part in choosing rows; overall some 11% were active at least once.

SMILES	SW480 rereplic	S2 tox	KB-V1 cytotox	KB-3-1 cytotox	MCF10A rerep	IL1B secr inh	HT1080 IDH1KD tx	ATXN2 expr inh	HT1080-NT tox
CCCC(=O)Nc1nnc(SCC(=O)N2CCN(c3ccccc3)CC2)s1	0%	i	0%	-1%	-5%	-4	-5%	x	3%
NS(=O)(=O)c1ccc(CNC(=O)c2ccc3ccccc3n2)cc1	-5%	i	-20%	-7%	3%	49	u	3%	-17%
CN(C(=O)CSc1nnc(-c2ccco2)n1Cc1ccccc1)C1CCS(=O)(=O)C1 (configuration not stated)	-25%	i	u	-5%	u	9	6%	0%	5%
O=C1OCCC1(c1ccccc1)c1ccccc1	-64%[inhibitor]	i	-5%	-6%	-2%	-16	-4%	3%	8%
CC(=O)NCc1ccc(S(=O)(=O)N/N=C/c2ccc(N(C)C)cc2)cc1	15%	i	-4%	-3%	0%	5	-4%	17%[11.3 µM]	1%
CN1CCC(N2CCCC(C(=O)O)C2)CC1 (configuration not stated)	1%	i	3%	2%	0%	-7	6%	8%	0%
CC(=O)N1CCN(C(=O)c2ccc(C)c(S(=O)(=O)N3CCCCC3)c2)CC1	-3%	u	u	-8%	-1%	-6	4%	6%	2%
COC(=O)C1=C(Nc2ccccc2NC(=O)c2ccccc2C(=O)O)CSC1	-14%	i	12%	11%	1%	0	-2%	86%[activator]	-12%
CCOC(=O)N1CCC(N2C(=O)c3ccccc3C2Nc2ccc(S(=O)(=O)N(CC)CC)cc2)CC1 (configuration not stated)	2%	i	u	-2%	-10%	-7	-4%	-2%	-12%
CCC(=O)OC1c2ccccc2C(=O)N1Cc1ccccc1 (configuration not stated)	-6%	i	-1%	-6%	9%	2	-2%	3%	-14%
CCOC(=O)C1=C(C)N(CCCC(=O)O)C(=O)NC1c1ccccc1OS(=O)(=O)c1ccc([N+](=O)[O-])cc1 (configuration not stated)	-1%	i	2%	-5%	0%	39	-1%	5%	0%
CCC(C)(C)C1CCc2[nH]nc(C(=O)NC3CCCCC3)c2C1 (configuration not stated)	16%	i	u	-6%	5%	13	7%	12%	0%
O=C(COc1ccc2ccc(=O)oc2c1)Nc1cccnc1	-8%	i	u	1%	-7%	-3	5%	x	-1%
COc1ccc(C(C)=O)cc1CSc1nnc(C)s1	-3%	i	-11%	7%	-1%	-4	4%	32%	6%
COc1cccc(Cn2cc(S(=O)(=O)c3ccc(C)cc3)c(=O)c3cc4c(cc32)OCO4)c1	x	i	-7%	-4%	x	x	x	3%	x
CCc1nc2ccc(C(=O)N3CCN(C(C)=O)CC3)cn2c1N(C)C(=O)c1cccc(OC)c1	x	i	3%	0%	x	23	2%	5%	27%
O=C(CN1C(=O)C2CC=CCC2C1=O)NC1CCCc2ccccc21 (configuration not stated)	0%	i	0%	0%	1%	-13	16%	23%	13%
CCOC(=O)C(Oc1ccc2c(-c3ccc(OC)cc3)cc(=O)oc2c1C)c1ccccc1 (configuration not stated)	-2%	i	-30%	-9%	-2%	8	-6%	-1%	-15%
Cc1cc(C(F)F)nn1CC(=O)N1CCSCC1	-10%	i	2%	-4%	1%	2	19%	1%	9%
COc1ccc(NC(=O)CSc2nnc(-c3ccoc3C)n2CC2CCCO2)cc1 (configuration not stated)	6%	i	-8%	2%	-2%	-8	7%	1%	0%
O=C(C(c1ccccc1)c1ccccc1)N1CC[C@@]2(O)CCCC[C@H]2C1	-11%	i	-10%	-2%	3%	-24	-7%	-14%	-6%
COC(=O)c1ccc(Oc2c(C(F)(F)F)oc3c(CN4CCN(C)CC4)c(O)ccc3c2=O)cc1	-2%	i	0%	-1%	2%	17	2%	6%	-1%
CCOC(=O)c1cocc1C(=O)O	-5%	i	u	5%	0%	-2	-6%	-6%	0%
O=C(NCCS(=O)(=O)NCCc1ccccc1)c1ccc2c(c1)OCO2	-1%	i	17%	3%	0%	-8	0%	15%	-3%
CC1(C)c2ccccc2-c2nc3ccccc3cc2C1O (configuration not stated)	0%	i	-29%	0%	u	20	-24%	31%	-15%
Carrying on.
SMILES	SW480 rereplic	S2 tox	KB-V1 cytotox	KB-3-1 cytotox	MCF10A rerep	IL1B secr inh	HT1080 IDH1KD tx	ATXN2 expr inh	HT1080-NT tox
Nc1nonc1NC(=O)CSc1ncccc1C(=O)O	-4%	i	1%	-3%	1%	19	-9%	16%	-3%
COc1ccc(/C=N/NC(=O)CC(=O)NCCc2ccccc2)cc1OC	-3%	i	2%	u	-3%	19	-2%	-25%	-1%
Cc1ccc(-c2c(C(=O)N/N=C/c3ccc4c(c3)OCO4)nnn2-c2nonc2N)cc1	-8%	u	2%	24%	-28%	u	-15%	0%	-13%
CCN(CC)c1ccc(CNc2ccc3c(c2)ncn3CC)cc1	u	u	2%	u	17%	-96*	0%	-20%	0%
O=C(NNC(=O)c1ccncc1)Nc1ccc(Br)cc1	-8%	i	13%	-20%	-25%	-16	6%	8%	3%
Cc1ccccc1N1CN(Cc2ccco2)CNC1=S	-13%	i	u	10%	0%	-2	22%	3%	21%
Cc1ccc(C)c(OCCn2cc(C(=O)c3ccco3)c3ccccc32)c1	x	i	-4%	7%	x	x	x	4%	x
COC(=O)C1=C(C)NC(C)=C(C(=O)OC)C1c1cc2cc(C)ccc2[nH]c1=O	0%	i	-7%	8%	24%	8	6%	-5%	6%
Cc1ccn2c(NC(=O)c3ccccc3)c(-c3ccccc3)nc2c1	-1%	i	-21%	6%	1%	2	0%	-3%	-7%
Cc1cccc(NC(=O)c2oc3c(c2C)C(=O)CC(C)(C)C3)n1	-23%	i	u	u	24%	-9	-18%	24%	-5%
O=C(Nc1cccnc1)c1cccc(F)c1	1%	i	14%	0%	-2%	-8	u	-6%	22%
Cn1cnnc1SCC(=O)c1ccc2c(c1)OCO2	-6%	i	u	-1%	-1%	2	5%	18%	6%
CCCCc1nn2c(N)c(/C=C3\C=Nc4ccccc43)c(=O)nc2s1	-366%[inhibitor]	u	8%	-2%	3%	-5	9%	0%	2%
Cc1ccc(S(=O)(=O)Nc2ccccc2C(=O)N2CCCCCC2)cc1	0%	i	-28%	-13%	0%	9	7%	-18%	-5%
Cc1ccc(NC(=O)CSCC(=O)Nc2sccc2C#N)cc1	11%	i	-1%	1%	-1%	12	3%	3%	5%
CC(Nc1ccc(F)cc1)=[N+](C)CCNS(=O)(=O)c1ccc(Cl)cc1	2%	i	u	u	-8%	u	2%	-23%	-13%
COCCNc1ccc(S(=O)(=O)N2CCCC2)cn1	4%	i	-14%	-1%	8%	8	18%	-24%	14%
CCc1nc(SCC(=O)N2c3ccccc3CC2C)c2c(C)c(C)sc2n1 (configuration not stated)	21µM*	i	-10%	1%	u	u	u	u	6.3µM*
COc1cc2c(cc1NC(=O)c1ccc(C)c([N+](=O)[O-])c1)oc1ccccc12	-1%	i	0%	-14%	-1%	-14	1%	-13%	0%
Cc1ccccc1N=Nc1c(N)n[nH]c1N	-6%	i	16%	-1%	0%	-14	12%	x	12%
O=C(NCCC1=CCCCC1)C1CCCN(S(=O)(=O)c2ccc(F)cc2)C1 (configuration not stated)	0%[9.22 µM]	i	-21%	0%	u	10	0%	-12%	-1%
CN(CC(=O)N1CCN(c2ccccn2)CC1)S(=O)(=O)c1ccc2ccccc2c1	u	i	-18%	1%	27%	7	-7%	-18%	1%
CC1CCCC(C)N1C(=O)COC(=O)Cc1ccc(Cl)cc1 (configuration not stated)	0%	i	22%	0%	-4%	-3	-2%	1%	9%
Nn1c(N2CCCCC2)nc2ccccc21	-6%	i	-9%	1%	8%	0	17%	11%	15%
COc1ccc(S(=O)(=O)N2CCC(C(=O)NCCN3CCOCC3)CC2)cc1C	-5%	i	0%	4%	3%	2	4%	21%	1%
Next part.
SMILES	SW480 rereplic	S2 tox	KB-V1 cytotox	KB-3-1 cytotox	MCF10A rerep	IL1B secr inh	HT1080 IDH1KD tx	ATXN2 expr inh	HT1080-NT tox
COc1cc2[nH]c(=O)n(CCC(=O)N3CCN(c4cc(Cl)ccc4C)CC3)c(=O)c2cc1OC	u	u	u	-4%	u	-8	u	u	u
CCOC(=O)C1(Cc2cccc(OC)c2)CCN(CC2CC=CCC2)CC1 (configuration not stated)	-4%	i	u	-11%	u	33	-11%	-19%	-20%
S=c1nc2ccccc2c2nc(-c3ccccc3Br)[nH]n12	u	u	-5%	4%	u	17	-5%	25µM*	-12%
CC(C)c1ccc(NC(=O)C2CCN(S(C)(=O)=O)CC2)cc1	0%	i	4%	0%	-3%	-5	-7%	0%	-9%
Cc1ccc(/C=N\NC(=O)Cn2c(C)nc3ccccc32)o1	-5%	u	-1%	14%	4%	11	0%	1%	7%
Cc1c(C)n2c(SCC(=O)Nc3cccc4ccccc34)nnc2[nH]c1=O	23µM*	i	8%	9%	16%	4	2%	-15%	-4%
CCOC(=O)/C=C1\NC(=O)CS1	-5%	i	-11%	-11%	-9%	-21	2%	2%	-5%
CCOC(=O)N1CCN(C(=O)C(C)n2nc(C)n3c(cc4sccc43)c2=O)CC1 (configuration not stated)	-3%	i	-1%	0%	0%	21	-1%[9.24 µM]	5%	-29%
O=C(Nc1nc(-c2ccccc2)cs1)c1cccs1	6%	i	u	-4%	17%	-72*	-30%	62%[activator]	-25%
CC(C)c1cc(N2CCOCC2)n2ncc(-c3ccccc3)c2n1	-1%	x	-1%	0%	5%	-6	-3%	34%	-19%
COc1ccc(-c2ccc(=O)n(Cc3cccc(Cl)c3)n2)cc1	-18%	i	8%	-3%	-2%	-51*	-14%	-34%	-10%

Complete entries as entered above. Screens in order: SW480 rereplic | S2 tox | KB-V1 cytotox | KB-3-1 cytotox | MCF10A rerep | IL1B secr inh | HT1080 IDH1KD tx | ATXN2 expr inh | HT1080-NT tox
CC1CCCC(C)N1C(=O)COC(=O)Cc1ccc(Cl)cc1 (configuration not stated) reads 0% | i | 22% | 0% | -4% | -3 | -2% | 1% | 9%
O=C(NNC(=O)c1ccncc1)Nc1ccc(Br)cc1 reads -8% | i | 13% | -20% | -25% | -16 | 6% | 8% | 3%
O=C(NCCS(=O)(=O)NCCc1ccccc1)c1ccc2c(c1)OCO2 reads -1% | i | 17% | 3% | 0% | -8 | 0% | 15% | -3%
